TCR activator: activates T cell receptor signaling; primary human leukocytes, anti-CD3, IL-2 HTRF, 48 h; AID 504894; Potency, µM (top dose mostly 9.22 µM), without a hit: top-dose activation of IL-2 secretion, actives largely listed as activators; 330,000 tested, under 10 active; further: % of control where 0% means no effect
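IL-2 produced over 48 hr by a-CD3 bead-stimulated primary human leukocytes exposed to compounds was detected with a homogeneous time-resolved FRET immunoassay, 665nm acceptor signal after 320nm excitation.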
Chronic BCR inh: inhibitors of chronic active B-cell receptor signaling; ABC-DLBCL IkBa-CBG/CBR reporter, luminescence ratio, 4 h; Potency, µM (titrated, usually from 46.1 µM), for inactives: top-dose ratio change, negative = lower green/red ratio, most hits filed as inhibitors; hit rate 0.05% among 340,000; active means well fitted inhibition curve with a large enough effect in the signal ratio, with a control signal flat, not every such curve was filed as active; inconclusive means small, poorly fitted or top-dose-only effect, or effect the other way, or a change in a side signal; the % refers to the signal ratio;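 further: potency means the concentration at half of the fitted maximal effect; plate controls were basal doxycycline-induced cells for no effect and cells given 10 µM MG132 for full effect; MG132 reads +100%, hits lower the ratio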
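Concentration-response series (up to 46 uM) were applied to TMD8 dual-reporter cells for 4 h at 37C with doxycycline. Green/red ratio, after filter-overlap correction, defined %Activity; red signal alone was normalised to basal cells and zero luminescence.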
Mito fusion act: mitochondrial division inhibition or fusion activation; S. cerevisiae fusion-defective mutant growth rescue, CellTiterGlo 48 h; Potency, µM (series often up to 46.1 µM), without a hit: at the highest dose growth rescue (activation), actives largely listed as activators; hit rate 0.23% among 320,000; AID 485298;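 further: potency means the concentration at half of the fitted maximal effect; % of control where 0% means no effect; nearly all actives have a fitted effect of over 45% in size; temperature-sensitive fusion mutants such as fzo1-1 at 37 °C on non-fermentable ethanol glycerol medium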
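Yeast fusion mutant, YPEG (non-fermentable carbon), compound, 48 h at 37C non-permissive; CellTiterGlo added, 10 min RT, luminescence read. Rescued growth = division inhibition.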
A-T KAP1 phos: potential ataxia-telangiectasia treatment. AID 485349. […] A-T fibroblasts, KAP-1 phosphorylation AlphaLISA; neocarzinostatin DNA damage 30 min before lysis. Potency, µM (highest dose often 57.5 µM), without a hit: at the top dose activation, actives largely listed as activators. hit rate 0.19% among 320,000; further: potency means the concentration at half of the fitted maximal effect; % of control where 0% means no effect; nearly all actives have a fitted effect of over 45% in size
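ATM-like activity read as KAP-1 phosphorylation via AlphaLISA donor/acceptor antibody pairs after lysis and 6 hr at 25C. Cells were ATM-null patient fibroblasts ([…], hTERT), dosed 60 min, then exposed to the DSB inducer NCS for 30 min.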
S-ASM inh: human S-ASM enzyme inhibition | P17405 | placental ASM, HMU-PC fluorogenic substrate, 60 min | Potency, µM (titrated, usually from 57.5 µM), for the others: at the top dose activity change, negative = inhibition, usual class: inhibitors | hit rate 0.006% among 340,000 | AID 504937; further: potency means the concentration at half of the fitted maximal effect
Target sequence (P17405 47-631 limits assumed): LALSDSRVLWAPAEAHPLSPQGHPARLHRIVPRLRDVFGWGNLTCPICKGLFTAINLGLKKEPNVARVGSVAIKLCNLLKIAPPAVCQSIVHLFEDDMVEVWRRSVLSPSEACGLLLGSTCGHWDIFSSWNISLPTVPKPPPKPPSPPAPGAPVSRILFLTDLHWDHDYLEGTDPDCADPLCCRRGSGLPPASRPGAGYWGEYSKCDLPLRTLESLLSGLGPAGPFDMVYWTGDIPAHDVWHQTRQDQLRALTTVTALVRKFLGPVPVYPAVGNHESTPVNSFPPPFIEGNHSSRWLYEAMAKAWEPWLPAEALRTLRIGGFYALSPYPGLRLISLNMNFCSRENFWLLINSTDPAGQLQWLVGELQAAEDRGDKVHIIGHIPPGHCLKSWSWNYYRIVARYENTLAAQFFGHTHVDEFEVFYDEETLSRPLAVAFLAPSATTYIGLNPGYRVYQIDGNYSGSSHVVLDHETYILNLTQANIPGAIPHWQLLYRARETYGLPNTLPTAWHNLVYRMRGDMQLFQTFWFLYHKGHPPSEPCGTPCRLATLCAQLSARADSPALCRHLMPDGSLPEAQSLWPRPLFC
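qHTS format. ASM enzyme prepared from human placenta hydrolyses the fluorogenic substrate HMU-PC0 (9 uM final) over 60 min at 37 °C after a 10 min compound preincubation.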
Eya2 phos inh: Eya2 (human) phosphatase inhibition; recombinant Eya2, OMFP fluorescence dephosphorylation (OMFP is methylfluorescein phosphate); Potency, µM (series often up to 76.9 µM), for the others: top-dose activity, negative = inhibition, most hits filed as inhibitors; hit rate 0.006% among 330,000; AID 488837; further: potency means the concentration at half of the fitted maximal effect; on the % scale 0 is the no-effect control and ±100 the full control effect
Target sequence (O00167 whole entry, looked up): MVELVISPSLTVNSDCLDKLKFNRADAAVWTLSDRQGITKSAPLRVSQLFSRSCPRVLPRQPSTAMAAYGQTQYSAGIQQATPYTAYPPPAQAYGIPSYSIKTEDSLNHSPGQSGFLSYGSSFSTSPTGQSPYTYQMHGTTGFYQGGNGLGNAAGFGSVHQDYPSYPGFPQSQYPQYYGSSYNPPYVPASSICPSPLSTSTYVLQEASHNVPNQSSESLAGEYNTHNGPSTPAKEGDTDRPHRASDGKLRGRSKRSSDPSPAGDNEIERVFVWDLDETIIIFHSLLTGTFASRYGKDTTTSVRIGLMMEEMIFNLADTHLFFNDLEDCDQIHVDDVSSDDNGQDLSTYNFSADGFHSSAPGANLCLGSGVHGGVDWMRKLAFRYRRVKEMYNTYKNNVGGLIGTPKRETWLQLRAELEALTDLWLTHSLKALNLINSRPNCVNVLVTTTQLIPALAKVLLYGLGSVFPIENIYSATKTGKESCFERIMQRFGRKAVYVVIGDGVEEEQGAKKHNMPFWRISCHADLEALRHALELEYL
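Eya2 (0.2 uM) preincubated 10 min at ambient with compound, then OMFP substrate added at 50 uM; 10 min reaction in 50 mM HEPES pH 7.5, 50 mM NaCl, 5 uM MgCl2, 0.05% BSA, 1 mM DTT. Fluorescence read at Ex 485/Em 525 nm.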
TSHR antag: blocks TSH signaling through the human TSH receptor | TSHR-expressing cells, TSH-stimulated cAMP HTRF, 2 h; stronger effect = lower value | activity change, negative = inhibition, % at 11.5 µM | hit rate 0.2% among 330,000 | AID 504810 | P16473;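 active means activity change below a set negative limit, meaning inhibition stronger than a set level, cut at about -70% in these data; inconclusive means activity change between two set negative limits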; further: on the % scale 0 is the no-effect control and ±100 the full control effect
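Antagonism was scored as loss of TSH-driven cAMP in TSHR cells, stimulated with 4nM TSH (EC80) for 2 hours at 37 deg C and detected by homogeneous HTRF competition immunoassay.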
ELG1 repair inh: ELG1-dependent DNA repair inhibition; HEK293T ELG1-luciferase reporter, luminescence, 16 h; DNA damage induced by 5-fluorouridine; Potency, µM (highest dose often 46.1 µM), for inactives: top-dose activity change, negative = inhibition, usual class: inhibitors; hit rate 2.3% among 330,000; further: potency means the concentration at half of the fitted maximal effect; on the % scale 0 is the no-effect control and ±100 the full control effect; nearly all actives have a fitted effect of over 55% in size
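Step one: seed 2,000 cells per well. Step two: pin-transfer compound or DMSO alongside 5-fluorouridine. Step three: incubate 16 hr, 37 °C, 5% CO2. Step four: add ONE-Glo, wait 30 min, read luminescence.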
a7 integrin act: integrin-mediated muscular dystrophy alleviation activation | Potency, µM (series often up to 38.3 µM), inactives show at the highest dose activation, actives largely listed as activators | alpha7betagal myoblasts, beta-gal FDG fluorescence, 48 h | hit rate 0.064% among 350,000;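 further: potency means the concentration at half of the fitted maximal effect; 100% = response of the positive control SU9516; nearly all actives have a fitted effect of over 60% in size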
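Alpha7betagal+/- myoblasts (passage 13) were plated 16-24 hr, then exposed to compounds (1:260 dilution of DMSO stock) for 48 hours at 37C. After MPER lysis, β-galactosidase reporter activity was read as FDG fluorescence (ex 480/em 540) after 30 minutes.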
PTAP TSG101 blk: blocks PTAP/TSG101 interaction to inhibit HIV-1 budding; Q99816; Fluorescence polarization, FITC-PTAP peptide / Tsg101 binding; Potency, µM (series often up to 115 µM), for inactives: at the highest dose activity change, negative = inhibition, usual class: inhibitors; 340,000 tested, under 10 active; AID 493005; active means well fitted inhibition curve with a large enough effect in the main read-out, with a control signal flat, not every such curve was filed as active; inconclusive means small, poorly fitted or top-dose-only effect, or effect the other way, or a change in a side signal; inactive means no such curve, though single readings can be large or run the other way; further: potency means the concentration at half of the fitted maximal effect; % of control where 0% means no effect
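Fluorescence anisotropy tracks displacement of a FITC-tagged PTAP peptide (50 nM) from the Tsg101 binding domain (10 uM), following a 20 min room-temperature incubation at pH 7.5.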
Tb PFK block: inhibitors of T. brucei phosphofructokinase. O15648. T. brucei PFK, ADP-Glo luminescence. Potency, µM (highest dose often 57.5 µM), for inactives: top-dose activity, negative = inhibition, hits mostly inhibitors. hit rate 0.17% among 330,000;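 further: potency means the concentration at half of the fitted maximal effect; 0% = uninhibited 1x PFK enzyme wells and -100% = no-enzyme wells; nearly all actives have a fitted effect of over 60% in size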
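Activity is normalized to no-enzyme wells (full inhibition) and 1.25 nM enzyme wells (no inhibition). Reaction: 0.5 mM F6P, 0.1 mM ATP, 45 min RT, ADP-Glo luminescence; concentration-response curves fitted and classed by quality.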
Active calls of the source: *; ? = inconclusive; / = no result given; [ ] = dose if it differs, or a comment. Unless noted, the call rests on the fitted dose curve; in most records, active means well fitted curve in the direction sought with a large enough effect; inconclusive means small, poorly fitted or top-dose-only effect, or another doubt; inactive means no such curve, though single readings can be large; an effect the other way counts as inactive or inconclusive.

Value order – TCR activator	Chronic BCR inh	Mito fusion act	A-T KAP1 phos	S-ASM inh	Eya2 phos inh	TSHR antag	ELG1 repair inh	a7 integrin act	PTAP TSG101 blk	Tb PFK block
COc1cc(NC2c3ncccc3C(=O)N2Cc2ccco2)cc(OC)c1 (centres undefined)
→ -61%	1%	-4%	-1%	3%	3%	20	?	23%	-1%	?
COc1ccc(CN2C(=O)c3ccccc3C2C(=O)NC2CCCC2)c(OC)c1 (centres undefined)
→ -8%	-19%	-2%	-2%	4%	-28%	10	1%	17%[7.66 µM]	-10%	-5%
CCCOc1ccc(/C(O)=C2/C(=O)C(=O)N(CCN(C)C)C2c2ccc(O)c(OC)c2)cc1 (centres undefined)
→ -3%	1%	2%	1%	-1%	19%	-3	1%	15%	-5%	-4%
Cc1ccc(-n2nc3c(c2NC(=O)c2ccc4c(c2)OCO4)CS(=O)(=O)C3)cc1
→ 2%	-25%	-1%	9%	0%	5%	-3	1%	?	-3%	1%
Cc1ccc(C)c(N(CC(=O)NCc2ccccc2)C(=O)c2csnn2)c1
→ -2%	?	-1%	3%	0%	-5%	17	6%	11%	-2%	0%
Oc1c(/C=C/C=C/C=Nc2ccccc2)sc(=S)n1Cc1ccccc1
→ -1%	?	-1%	0%	-9%	6%	-3	?	-12%	-3%	0%
COc1cc(-n2c(N)c(C(=O)NCc3ccco3)c3nc4ccccc4nc32)cc(OC)c1OC
→ 6%	?	-3%	4%	/	-1%	7	-8%	-2%	-5%	1%
CN1CCCN(c2ncnc3scc(-c4ccc(F)cc4)c23)CC1
→ 0%	-3%	2%	5%	2%	8%	4	10%	-18%	-8%	-2%
Cc1ccc(NC(=O)Nc2cccnc2)cc1
→ /	-5%	-2%	-3%	0%	10%	6	?	19%	0%	-11%
O=C1CCCC2=C1C(c1ccccc1O)C1=C(CCCC1=O)O2
→ -1%	0%	0%	-7%	1%	1%[15.4 µM]	3	-1%	-22%	-2%	7%
CCn1c(/C=C2/C(=O)N(C)c3ccccc32)nc2ccccc2c1=O
→ -3%	-10%	0%	12%	-7%	-1%	-10	-3%	-36%	0%	?
O=C(C(c1ccccc1)c1ccccc1)N1CCOCC1
→ -13%	2%	1%	24%	4%	-2%	1	5%	3%	-6%	1%
O=C(CCCn1c(=O)[nH]c2ccsc2c1=O)NC1CCCCC1
→ 3%	-6%	-9%	0%	4%	11%	2	11%	14%	-9%	1%
CC(=O)Nc1ccc(N/C(C)=C/C(=O)c2cccnc2)cc1
→ -7%[46.1 µM]	0%	-6%	7%	4%	2%	1	?	7%	-1%	4%
CC(Nc1nc(N2CCN(CCO)CC2)nc2ccccc12)c1ccccc1 (centres undefined)
→ 4%	?	-7%	-1%	8%	-1%	23	8%	-53%[inhibitor]	-6%	3%
O=C(COc1ccc(/C=N/NS(=O)(=O)c2ccccc2)cc1)NCCc1ccccc1
→ 3%	-1%	0%	8%	-8%	20%	-23	4%	-11%	-2%	1%
Cc1ccc(-n2nnnc2SC(C)C(N)=O)c(C)c1 (centres undefined)
→ -2%	0%	5%	6%	6%	5%[15.4 µM]	-10	1%	12%	-7%	0%
CCCOc1ccc(OCCN2CCCC(C)C2)cc1 (centres undefined)
→ 1%[46.1 µM]	?	-1%	-1%	1%	-1%	8	-5%	-10%	-1%	-1%
O=C(Oc1c(CN2CCOCC2)cc(Cl)c2cccnc12)c1ccccc1F
→ 10%	3.5µM*	3%	0%	-1%	13%	-3	10µM*	0%	-2%	0%
CC(OC(=O)Cn1cnc2c1c(=O)n(C)c(=O)n2C)C(=O)NC1(C#N)CCCCC1 (centres undefined)
→ -3%	2%	-1%	3%	5%	9%	7	14%	7%	0%	0%

(list continues)
Value order – TCR activator	Chronic BCR inh	Mito fusion act	A-T KAP1 phos	S-ASM inh	Eya2 phos inh	TSHR antag	ELG1 repair inh	a7 integrin act	PTAP TSG101 blk	Tb PFK block
Cc1ccc(C(=O)NCCN2CCNC2=O)cc1
→ -13%	-2%	0%	0%	0%	-11%	-23	?	5%	0%	12%
C=Cn1cc[n+](CC(=O)c2ccc(Br)s2)c1
→ /	-5%	0%	17%	21%	6%	-17	?	22%	-7%	16%
O=C(CNC(=O)c1cccs1)NCC(=O)OCc1ccc(Cl)cc1Cl
→ 3%	7%	1%	3%	1%	-9%	-3	-5%	22%	-1%	-3%
COC(=O)[C@]1(Cc2ccccc2)N[C@H](CN(C)S(=O)(=O)c2ccc(C(C)(C)C)cc2)[C@@H]2C(=O)N(C)C(=O)[C@@H]21
→ -4%	0%	/	5%	8%	5%	12	-11%	-9%	0%	-4%
CCOc1ccc(NC(=O)NNC(=O)COc2ccc3ccccc3c2)cc1
→ 2%	-1%	-2%	-5%	0%	-1%	-3	0%	31%	2%	1%
CC1CCC(NC(=O)C(NC(=O)c2ccccc2)C(C)C)CC1 (centres undefined)
→ -2%	18%	19%	5%	0%	-14%	-5	-6%	33%	-1%	-4%
CN(CC(=O)Nc1ccc(Cl)cc1)C(=O)CCc1nc2sc3c(c2c(=O)[nH]1)CCCC3
→ -2%	6%	-2%	14%	-1%	-14%	3	19%	-26%	4%	-25%
Cc1ccc(S(=O)(=O)N2CCCN(C(=O)c3ccc(-n4cccn4)cc3)CC2)cc1
→ 2%	2%	4%	-3%	-1%	-9%	7	-5%	29%	-4%	-6%
COCc1cc(C)nc2sc(C(=O)N3CCN(c4ccccc4)CC3)c(N)c12
→ -2%	1%	6%	32%	48%[activator]	-10%	11	?	10%	-3%	0%
CCOc1cccc2sc(=NC(=O)CCS(=O)(=O)c3ccccc3)n(CC)c12
→ 5%	4%	2%	-2%	-1%	0%	3	0%	-27%	1%	0%
Cc1ccc(C(=O)O/N=C\c2ccc(N3CCCCC3)c([N+](=O)[O-])c2)cc1
→ 2%	-2%	-5%	-12%	-19%	9%	5	8%	-10%	-5%	-3%
Cn1c(-c2cccc(Br)c2)cnc1NCc1ccccc1O
→ -1%	3%	7%	-13%	1%	-4%	3	-19%	-17%	-4%	3%
CN(C)/C=N/c1ncn(-c2ncc(C(F)(F)F)cc2Cl)n1
→ 9%	3%	4%	4%	2%	5%	13	?	-6%	-2%	-2%
CCN(CC)CC(C)OC(=O)COc1ccc(OC)cc1 (centres undefined)
→ 3%[46.1 µM]	-3%	-2%	-4%	2%	-16%	3	1%	-21%	-3%	0%
COc1ccc(CCNC(=O)CSc2nnnn2Cc2ccc3c(c2)OCO3)cc1OC
→ 2%	-4%	2%	2%	-3%	15%	-10	?	4%	-3%	2%
FC(F)(F)c1cccc(N2CCC(N=CN3CCCCCC3)=N2)c1
→ -1%	-8%	5%	-4%	-2%	-4%	-13	-1%	-28%	-1%	-1%
O=C(c1ccc(N2C(=O)C3C4CC(C(Br)C4Br)C3C2=O)cc1)N1CCCCC1 (centres undefined)
→ 0%	-2%	5%	25%	0%	23%	38	-2%	18%	-10%	-3%
CC1Cc2ccccc2N1C(=O)CN1CCN(Cc2ccccc2)CC1 (centres undefined)
→ -2%	-3%	-5%	2%	2%	8%	3	-9%	-18%	-6%	-2%
O=C(c1ccco1)N1CCN(C(c2cccs2)c2sc3ncnn3c2O)CC1 (centres undefined)
→ -4%	2%	0%	9%	-1%	-7%	5	5%	26%	0%	0%
O=C1CC(N2CCSCC2)C(=O)N1c1ccc(F)cc1 (centres undefined)
→ -4%	1%	-6%	-9%	-1%	1%	-1	4%	4%	-1%	0%
CCNC(=S)N1CCN(C(=O)c2ccco2)CC1
→ -5%	-4%	-4%	2%	-2%	4%	0	8%	4%[7.66 µM]	-4%	0%
CC(OC(=O)Cn1ccccc1=O)C(=O)Nc1cc(Cl)cc(Cl)c1 (centres undefined)
→ 0%	?	/	3%	-2%	6%	-6	13%	-2%	-1%	-2%
N#C/C(=C\c1ccco1)c1nc2ccccc2s1
→ 1%[46.1 µM]	?	4%	-10%	2%	4%	-1	?	-15%	?	3%

Compound activity (PubChem BioAssay)
